H9c2 TAG inh = inhibitors of triacylglycerol accumulation; H9c2 cells, Nile Red lipid (TAG) fluorescence; cells loaded with 200 µM oleic acid; inhibition, % at 12.5 µM; AID 651582; hit rate 0.66% among 230,000;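 active = pattern-corrected inhibition of lipid staining of at least 50% with the nuclear-stain viability signal not falling by more than 50%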;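 also: 0% = DMSO wells and 100% = triacsin C control wells; some results filed as inactive read as strong as hits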
H9c2 TAG inh DAPI viability = further read-out of H9c2 TAG inh, marked with its call; DAPI nuclei signal change (viability), lower = more cytotoxic, %;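 whole-well DAPI fluorescence read on a plate reader as a viability signal; minus 50 percent equals half of cells still viable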
Numbers without * were called inactive. Only part of the results is shown. The share of hits here may be higher or lower than overall.

SMILES	H9c2 TAG inh	H9c2 TAG inh DAPI viability
CC(NC(=O)CSc1ccc(S(=O)(=O)N2CCOCC2)cn1)c1ccc(Cl)cc1Cl (configuration not stated)	-1	-3
COc1ccc(C(=O)N(Cc2sccc2C)C2CCS(=O)(=O)C2)cc1 (configuration not stated)	-7	-1
Cc1ccc(C(=O)Oc2ccc(-c3nccc(-c4ccccn4)n3)cc2)cc1	1	-2
CCN(C(=O)CSc1nnc(C)n1-c1ccc(C)cc1)c1c(N)n(Cc2ccccc2)c(=O)[nH]c1=O	7	6
COc1ccccc1NC(=O)N(CCN1CCOCC1)Cc1cc2cc(C)cc(C)c2[nH]c1=O	6	-3
O=C(CNS(=O)(=O)c1ccc(F)cc1)N1CCCC1	5	-4
CCc1ccc(N2C(=O)C(Cl)=C(Nc3ccc(C(=O)N4CCCC4)cc3)C2=O)cc1	18	2
COc1ccc(-c2ccc3c(c2)S(=O)(=O)c2cccc(C(=O)N4CCN(C5CCCCC5)CC4)c2C3=O)cc1OC	14	7
O=C(O)c1ccc(CSc2ncnc3c2cnn3Cc2ccccc2)cc1	-6	4
Cc1cc(C)c(NC(=S)NC(=O)c2ccc(-c3ccccc3)cc2)c(C)c1	0	1
COC(=O)C1=C(C)n2nnnc2NC1c1ccc(Cl)cc1 (configuration not stated)	7	-2
Nc1scn[n+]1Cc1cccc2cccnc12	-6	70
O=C(CSc1nc(-c2ccco2)cc(C(F)(F)F)n1)N1CCN(Cc2ccccc2)CC1	-20	6
CCCCCCN1C[C@H](O)[C@@H](n2cc(C3CC3)nn2)C[C@@H]1c1ccc(OC)cc1	0	20
CSc1ccccc1C(=O)NCc1ccc(C)cc1	-19	11
CC(=O)NC(c1ccc(F)c(F)c1)c1nc(-c2cccc(C(C)C)c2)cs1 (configuration not stated)	4	-2
O=C1CCCN1CCCNCCCn1cnc2c(OCc3ccccc3)ncnc21	3	-7
O=C(CSc1nc2ccccc2nc1N1CCCCC1)Nc1ccc(F)cc1	1	9
Cc1ccc(NCc2nnc(SCC(=O)Nc3ncc(C)s3)n2Cc2ccco2)c(C)c1	26	-6
O=C(CCCc1ccccc1)NCc1cn2ccsc2n1	4	-2
CC(C)(C)OC(=O)N1CCC(c2cc(=O)n3[nH]cc(C(=O)NC4CCCC4)c3n2)CC1	-9	-2
CC(=O)Nc1cccc(NC(=O)Nc2ccc(C)c(Cl)c2)c1	23	-6
COc1cc2c(cc1OC)C(c1cccnc1)CC(=O)N2 (configuration not stated)	-1	-1
CCC(=O)c1cn(CC(=O)Nc2ccccc2Cl)c2ccccc12	5	1
Cc1ccc(S(=O)(=O)N(C)C[C@H]2OCCCC[C@H](C)Oc3ccc(NC(=O)Nc4cccc5ccccc45)cc3C(=O)N([C@@H](C)CO)C[C@H]2C)cc1	19	8
CCCCCCOc1ccc(/C(C)=N/NC2=NCCN2)cc1	41	-10
Cc1nc(S(=O)(=O)N(C)c2ccccc2)c(C#N)c(C)c1Cl	8	-4
CCOC(=O)C1(CC2CCCCO2)CCN(C(=O)Nc2ccccc2CC)CC1 (configuration not stated)	-20	13
C=CCNc1nc(-c2sc(NC(=O)CC)nc2C)cs1	34	-5
O=C(NCCCN1CCN(Cc2ccccc2Cl)CC1)Nc1ccccc1	-3	-8
O=C(OCCN=C1NS(=O)(=O)c2ccccc21)c1ccccc1	-28	5
CCC(C)OC(=O)c1cc(C)nc2c(Br)cc(Br)cc12 (configuration not stated)	-24	0
COc1cc2c(cc1NC(=O)COC(=O)[C@@H](NC(=O)c1ccccc1F)C(C)C)oc1ccccc12	-2	7
C=CCOC(=O)C1=C(C)N=c2s/c(=C3\C(=O)N(CC(=O)O)c4ccccc43)c(=O)n2C1c1ccc(OC)cc1 (configuration not stated)	1	0
COc1ccccc1C(=O)NC(CCSC)C(=O)NCCCSc1ccccc1 (configuration not stated)	-15	6
CNS(=O)(=O)c1cccc(C(=O)OCC(=O)Nc2ccc(OC)cc2[N+](=O)[O-])c1	1	3
Cc1ccc(C(=O)N2CCCc3ccccc32)c(Cl)c1	1	4
Cc1cccc(-n2c(=S)[nH]c3nc4c(cc3c2=O)COC(C)(C)C4)c1	2	13
Cc1ccnc(NS(=O)(=O)c2ccc(NC(=O)C3CC3)cc2)n1	-8	1
CCOC(=O)CSc1nc(-c2ccc3c(c2)OCO3)ccc1C#N	-6	37
CCCCC(=O)N/C(N)=N/c1nc2ccccc2o1	-9	8
O=C(Cc1c[nH]c2ccccc12)NCc1ccc2c(c1)OCO2	-17	6
Fc1ccc(C2c3cccn3CCN2C(=S)Nc2cccc(F)c2)cc1 (configuration not stated)	-19	-3
CC(=O)OC1CC(n2ccc(NC(=O)c3ccccc3)nc2=O)OC1CO (configuration not stated)	9	-3
CCOC(=O)c1c(NC(=O)CC2Sc3ccc(C(F)(F)F)cc3NC2=O)sc(C)c1C (configuration not stated)	7	-2
FCCCOc1ccc(/C=N/OCc2ccc(Cl)cc2Cl)cc1	-17	-4
N[C@@H](Cc1ccccc1)c1nnc(SCc2ccccc2F)o1	7	4
Cc1nn(-c2ccccn2)c2c1C(=O)C(Br)CC2 (configuration not stated)	-3	10

Not a retest: an excerpt of the list.
SMILES	H9c2 TAG inh	H9c2 TAG inh DAPI viability
CCOC(=O)C1(CC2CCCCO2)CCN(C(=O)Nc2ccccc2CC)CC1 (configuration not stated)	-20	13
C=CCNc1nc(-c2sc(NC(=O)CC)nc2C)cs1	34	-5
O=C(NCCCN1CCN(Cc2ccccc2Cl)CC1)Nc1ccccc1	-3	-8
O=C(OCCN=C1NS(=O)(=O)c2ccccc21)c1ccccc1	-28	5
CCC(C)OC(=O)c1cc(C)nc2c(Br)cc(Br)cc12 (configuration not stated)	-24	0
COc1cc2c(cc1NC(=O)COC(=O)[C@@H](NC(=O)c1ccccc1F)C(C)C)oc1ccccc12	-2	7
C=CCOC(=O)C1=C(C)N=c2s/c(=C3\C(=O)N(CC(=O)O)c4ccccc43)c(=O)n2C1c1ccc(OC)cc1 (configuration not stated)	1	0
COc1ccccc1C(=O)NC(CCSC)C(=O)NCCCSc1ccccc1 (configuration not stated)	-15	6
CNS(=O)(=O)c1cccc(C(=O)OCC(=O)Nc2ccc(OC)cc2[N+](=O)[O-])c1	1	3
Cc1ccc(C(=O)N2CCCc3ccccc32)c(Cl)c1	1	4
Cc1cccc(-n2c(=S)[nH]c3nc4c(cc3c2=O)COC(C)(C)C4)c1	2	13
Cc1ccnc(NS(=O)(=O)c2ccc(NC(=O)C3CC3)cc2)n1	-8	1
CCOC(=O)CSc1nc(-c2ccc3c(c2)OCO3)ccc1C#N	-6	37
CCCCC(=O)N/C(N)=N/c1nc2ccccc2o1	-9	8
O=C(Cc1c[nH]c2ccccc12)NCc1ccc2c(c1)OCO2	-17	6
Fc1ccc(C2c3cccn3CCN2C(=S)Nc2cccc(F)c2)cc1 (configuration not stated)	-19	-3
CC(=O)OC1CC(n2ccc(NC(=O)c3ccccc3)nc2=O)OC1CO (configuration not stated)	9	-3
CCOC(=O)c1c(NC(=O)CC2Sc3ccc(C(F)(F)F)cc3NC2=O)sc(C)c1C (configuration not stated)	7	-2

Later entries:
SMILES	H9c2 TAG inh	H9c2 TAG inh DAPI viability
CC(=O)Nc1ccc(S(=O)(=O)N2CCCCC2C(=O)O)cc1 (configuration not stated)	7	-6
CCOC(=O)CN1C(=O)S/C(=C/c2cc(C)n(C)c2C)C1=O	-6	4
COc1cc(/C=C(\C#N)C(=O)Nc2ccccc2)ccc1OCCN1CCOCC1	11	-7
Cc1nnsc1-c1c(C(=O)O)c(C)nn1-c1ccc(OC(F)(F)F)cc1	8	0
CC(=O)N1CCN(Cc2nc3cc(NC(=O)c4ccccc4C)ccc3n2C)CC1	7	-6
COc1ccccc1NC(=O)Cn1ccn(-c2cccc3ccccc23)c(=O)c1=O	19	-9
C#CCSc1nc(Cc2ccc(Cl)cc2)nc2ccccc12	-11	5
O=C(O)c1csc(-c2ccccc2)n1	-19	10
O=S(=O)(NC1CCCC1)c1ccccc1Br	16	-8
O=C(c1cc2ccccc2o1)N1CCCCCC1	3	-7
COc1ccc(/C=N\NS(=O)(=O)c2ccc(Cl)cc2)cc1COc1ccccc1[N+](=O)[O-]	-22	9
N#C/C(=C\c1ccc(F)cc1F)S(=O)(=O)c1ccccn1	5	-13
COc1c(Cl)cc(Cl)cc1C(=O)Nc1ccc(NC(C)=O)cc1	-16	5
COc1ccc(/C=C(/NC(=O)c2ccco2)C(=O)NCCc2ccccc2)cc1	7	5
Cn1c(NCc2ccccc2)cc(=O)n(C)c1=O	-4	-6
COc1ccc(CC(=O)NC(C)c2ccc(Cl)c(Cl)c2)cc1S(=O)(=O)N1CCOCC1 (configuration not stated)	-1	1
Cc1ccccc1-c1nc(-c2ccccn2)no1	-6	-17
COc1ccc(N(CC(=O)N2CCN(c3ccc(Cl)cc3)CC2)S(=O)(=O)c2c(C)n[nH]c2C)cc1	-2	-4
C=CCSc1nnc(COc2ccc(=O)n(-c3ccccc3)n2)n1CC	8	2
CCOC(=O)C(NC(=O)c1ccccc1F)(Nc1cc(C)on1)C(F)(F)F (configuration not stated)	-5	-1
COCCN(C(=O)Cn1nnc2ccccc21)C(C(=O)NC1CCCC1)c1cc(OC)ccc1OC (configuration not stated)	4	-10
COc1ccc(OC)c(NS(=O)(=O)c2ccc3c(c2)n(C)c(=O)n3C)c1	-8	-8
CC1CCc2[nH]c3ccc(C(=O)NCCCOC(C)C)cc3c2C1 (configuration not stated)	12	1
CC(=O)c1cnc2c(-c3ccccc3)c(-c3ccccc3)nn2c1C	11	0
Cc1cc2ccccc2c(=O)n1CC(=O)NCC(=O)N1CCCC(C)C1 (configuration not stated)	-14	-2
O=C(O)CCCC(=O)Nc1ccc(N2CCCC2)cc1	-28	7
CC1CCc2sc(C(=O)N3CCN(c4ncccn4)CC3)cc2C1 (configuration not stated)	-10	-1
COc1ccc(-c2cc(-c3nc4ccccn4c3NCc3ccccc3)ccc2OC)cc1	-31	53
CN(CCc1ccccc1)C(=O)c1ccc(NC(=O)Cc2cccc(NC(=O)C3CCN(C(=O)c4ccccc4)CC3)c2)cc1	5	-8
CCCC(=O)N1CCCC1(C)C(=O)NCc1ccc(SC)cc1 (configuration not stated)	8	-3
CCOc1ccc(C(=O)CN2C(=O)NC3(CCCCCC3)C2=O)cc1	-13	14
O=C(Cc1ccc(NC(=O)C2CCCN(C(=O)C3CCCCC3)C2)cc1)Nc1ccc(C(=O)N2CCOCC2)cc1 (configuration not stated)	-33	5
COc1cc(SC)ccc1C(=O)NNC(=O)c1cc(C)oc1C	-25	-1
Nc1nc(SCC(=O)N2CCOCC2)[nH]c(=O)c1-c1ccccc1	7	-7
CCN(C(=O)CSc1ncccc1C(=O)O)C1CCCCC1	4	10
CCOCCCNC(=O)C(NC(=O)Cc1c[nH]c2ccccc12)c1ccccc1 (configuration not stated)	5	-5
Cc1cc(/C=c2\sc3nc4ccccc4n3c2=O)c(C)n1-c1ccc(C(=O)O)cc1	0	-6
O=C(COc1ccc(C(=S)N2CCOCC2)cc1Cl)Nc1ccccc1Cl	10	6
C[C@@H]1CN([C@@H](C)CO)C(=O)c2cc(Br)cnc2O[C@H]1CN(C)C(=O)Nc1ccccc1	-6	0
Cc1cc(CN(C)C(=O)CCc2nnc(Cc3cccc(C(F)(F)F)c3)o2)on1	1	14
Cc1oc2cc(OCc3cnn(-c4ccccc4)c3)ccc2c(=O)c1Oc1ccccc1F	8	2
Cc1oc(-c2ccccc2F)nc1CN1CCC(C(=O)NCc2ccco2)CC1	28	-11
O=C(Nc1cc(S(=O)(=O)N2CCCCC2)ccc1Cl)C1COc2ccccc2O1 (configuration not stated)	-24	-3
Cc1cnc(C(=O)OCC(=O)c2ccc(Cl)cc2)cn1	4	3
CCCCc1nnc(NC(=O)CSc2nc(O)c(-c3ccccc3)c(=O)[nH]2)s1	11	7
Cc1ccc(C(=O)C=CC=Cc2ccccc2)cc1	11	-10
O=C(NCc1ccc(F)cc1)c1cccc(S(=O)(=O)N2CCOCC2)c1	8	-2
CCOC(=O)c1sc(=S)n(-c2ccccc2)c1C	10	3
N#CC1(Nc2cccc(Cl)c2)CCCC1	-1	5
Cc1c([N+](=O)[O-])c(C/C=N/O)nn1C	8	-7
COc1ccc(Oc2cccc(Cl)c2CNC(=O)c2ccccc2C(=O)O)cc1	-1	4
CCOC(=O)C1CCN(c2nc3cc(OC)ccc3cc2C#N)CC1	-5	-6
Cn1c(N)c(C(=O)COc2ccc(Cl)cc2Cl)c(=O)n(C)c1=O	-11	-3
COc1ccc(-n2nc(C(N)=O)c(O)cc2=O)cc1	-3	-6
COC(=O)c1c(C(=O)OC)c(-c2cccc(Cl)c2)n2c1CS(=O)C2 (configuration not stated)	7	-10
COc1cc(C(=O)NNC(=O)COc2ccc(C)cc2)ccc1OCC(=O)N1CCOCC1	-2	6
O=C(O)c1ccc(NC(=O)c2cn(-c3ccccc3)nc2-c2ccc(Cl)cc2)cc1	-2	-2
COc1ccc(CNC(=O)c2c(O)c3cccc4c3n(c2=O)CCC4)cc1	-9	5
COC(OC)C(C)NC(=O)NC(=O)c1ccccc1Cl (configuration not stated)	2	1
CN(C(=O)COC(=O)c1ccccc1SCC(=O)N1CCCC1)C1CCS(=O)(=O)C1 (configuration not stated)	12	-6
CN(C)c1ccccc1-c1cc(NC=O)c2ncc(-c3cccc(C(F)(F)F)c3)n2c1	-69	19
CN(C=C1C(=O)CC(C)(C)CC1=O)CCN1CCNCC1	-10	3
Cc1nnc(NC(=O)CN2CCN(Cc3c(Cl)cccc3Cl)CC2)s1	5	-4

Screening data as filed in PubChem BioAssay.
